Bioassay records: PubChem BioAssay, several laboratories
PPARg SRC-3 ag – PPARgamma agonists recruiting SRC-3 coactivator, primary screen, biochemical. activation, % at 8 µM. biochemical PPARgamma/SRC-3 coactivator recruitment assay. Peroxisome proliferator-activated receptor gamma (Homo sapiens), P37231. 200,000 compounds, 0.26% hits; in the data active = activation above about 23%;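 note: 0% = DMSO and 100% = reference agonist; some compounds past the cut are filed as inactive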
Target sequence (P37231 whole entry, looked up): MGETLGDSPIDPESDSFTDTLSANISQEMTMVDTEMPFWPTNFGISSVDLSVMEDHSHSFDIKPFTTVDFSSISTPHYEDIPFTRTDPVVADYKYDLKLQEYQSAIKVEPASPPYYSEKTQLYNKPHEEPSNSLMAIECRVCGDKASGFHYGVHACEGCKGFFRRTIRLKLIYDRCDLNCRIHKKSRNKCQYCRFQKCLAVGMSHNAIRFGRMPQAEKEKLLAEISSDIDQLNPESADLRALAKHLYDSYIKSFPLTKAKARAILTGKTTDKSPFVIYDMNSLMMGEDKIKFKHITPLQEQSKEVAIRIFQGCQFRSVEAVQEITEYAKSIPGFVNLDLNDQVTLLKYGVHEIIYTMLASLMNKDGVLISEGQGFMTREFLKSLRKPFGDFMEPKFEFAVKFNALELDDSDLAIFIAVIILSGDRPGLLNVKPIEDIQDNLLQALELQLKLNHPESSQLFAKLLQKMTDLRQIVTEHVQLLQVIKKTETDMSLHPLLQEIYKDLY
TNAP inh no acc – human TNAP enzyme inhibitors, primary screen, biochemical, luminescent, no phosphate acceptor, uHTS. purified TNAP, CDP-star luminescence, 30 min. inhibition, % at 20 µM. 200,000 compounds, 0.26% hits. AID 1012, 2008;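 active = tissue-nonspecific alkaline phosphatase inhibition above about 50% at 20 µM in the single-dose screen, limit read from the data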;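 note: 0% = DMSO negative control and 100% = EDTA positive control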
Target sequence (P05186 whole entry, looked up): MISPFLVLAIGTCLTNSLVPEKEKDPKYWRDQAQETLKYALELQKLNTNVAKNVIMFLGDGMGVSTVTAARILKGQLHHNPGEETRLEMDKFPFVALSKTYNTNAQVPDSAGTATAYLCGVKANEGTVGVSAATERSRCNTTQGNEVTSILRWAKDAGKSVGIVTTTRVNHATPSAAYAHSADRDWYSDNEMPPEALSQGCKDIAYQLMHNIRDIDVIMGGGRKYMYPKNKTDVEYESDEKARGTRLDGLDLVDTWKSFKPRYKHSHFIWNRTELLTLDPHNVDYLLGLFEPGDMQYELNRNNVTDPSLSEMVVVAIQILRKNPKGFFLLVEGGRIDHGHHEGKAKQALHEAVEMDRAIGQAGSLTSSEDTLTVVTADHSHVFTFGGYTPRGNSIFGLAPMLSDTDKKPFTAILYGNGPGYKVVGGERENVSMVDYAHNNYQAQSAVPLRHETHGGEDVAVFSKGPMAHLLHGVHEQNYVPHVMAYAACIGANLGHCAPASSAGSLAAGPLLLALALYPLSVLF
PPARg SRC1 recr – PPARgamma agonists recruiting SRC-1 coactivator, primary screen, biochemical. Peroxisome proliferator-activated receptor gamma (Homo sapiens), P37231. PPARgamma-SRC-1 coactivator recruitment biochemical assay. activation, % at 8 µM. 200,000 compounds, 0.41% hits; in the data active = activation above about 19%;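 note: 0% = DMSO and 100% = reference agonist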
TNAP act hi DEA – TNAP activators at high phosphate acceptor level, primary screen, biochemical, luminescence, uHTS; activation factor at 20 µM; 200,000 tested, under 10 active; AID 1136, 2008; purified TNAP, CDP-star luminescence, 1 M DEA, 30 min; hits give high values; 0 = EDTA background, 1 = DMSO-only activity; Alkaline phosphatase, tissue-nonspecific isozyme (Homo sapiens), P05186;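 active = activation factor at least 2 at 20 µM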
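Assay system: human TNAP; Input: enzyme diluted 1/800 final; Reagent: CDP-star luminogenic substrate at 100 µM final; Timing: 30 min, room temperature; Signal: luminescence; Evaluation: TNAP activation factor scaled between EDTA and DMSO control wells.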
bIAP inhibitor – bovine intestinal alkaline phosphatase inhibitors, primary screen, selectivity assay for TNAP inhibitor project, biochemical, bovine IAP, CDP-star luminescence; AID 1019, 2008; purified bovine IAP, 30 min; inhibition, % at 20 µM; 190,000 tested, under 10 active;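 active = over 50% inhibition of intestinal alkaline phosphatase at 20 µM in the single-dose screen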
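Assay system: bovine IAP enzyme; medium: DEA buffer 100 mM, pH 9.8, with MgCl2 1.0 mM, ZnCl2 0.02 mM; doses: 20 µM single dose; incubation: enzyme reaction for 30 min at room temperature; detection: CDP-star luminescence signal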
HMGR II inh – inhibitors of E. faecalis class II HMGR, primary screen, biochemical, Enterococcus faecalis; HMG-CoA reductase (Enterococcus faecalis, mvaE); purified E. faecalis HMGR, NADPH absorbance 340 nm kinetic; inhibition, % at 10 µM; 190,000 compounds, 0.41% hits; AID 1066, 2008;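 active = inhibition above a set limit, the median over all tested compounds plus 3 SD, cut at about 9.5% in these data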;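 note: enzyme runs in reverse so mevalonate oxidation gives rising NADPH absorbance; 0% = complete reaction with DMSO and 100% = background rate lacking mevalonate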
PPARg SRC2 recr – agonists of PPARg-SRC-2 recruitment, primary screen, biochemical, HTS; 200,000 compounds, 0.34% hits; Peroxisome proliferator-activated receptor gamma (Homo sapiens), P37231; PPARgamma LBD-SRC-2 recruitment; activation, % at 8 µM; AID 1032, 2008; in the data active = activation above about 22%;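 note: 0% = vehicle and 100% = reference agonist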
TR-FRET SRC-2 ct – TR-FRET signal artefacts, primary screen, artefact control for PPARgamma SRC-2 agonist project, biochemical; TR-FRET artefact counter-screen; hits give high values; TR-FRET ratio at 8 µM; 200,000 compounds, 0.4% hits; in the data active = TR-FRET ratio above about 2000; note: inactives centre near 1500
bIAP act – bovine intestinal alkaline phosphatase activators, primary screen, biochemical, bovine IAP, CDP-star luminescence. alkaline phosphatase, intestinal [Bos taurus]. purified bovine IAP, 30 min; hits give high values; fold of DMSO-control signal, blank-subtracted. activation factor at 20 µM. 200,000 compounds, 0.17% hits. AID 1016, 2008;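 active = activation factor of 2 or more at 20 µM, a signal rise over negative controls twice the positive control's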
TNAP inh hi DEA – human TNAP enzyme inhibitors, primary screen, biochemical, luminescent, high phosphate acceptor level, uHTS; purified TNAP, CDP-star luminescence, 1 M DEA; inhibition, % at 20 µM; 200,000 compounds, 0.03% hits; AID 1135, 2008;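 active = over 50% inhibition of tissue-nonspecific alkaline phosphatase at 20 µM in the single-dose screen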;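 note: plate controls were DMSO wells for no effect and EDTA-quenched wells as full inhibition for full effect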
* marks the source's active call; other numbers are inactive results; / = not tested or not shown.

SMILES	PPARg SRC-3 ag	TNAP inh no acc	PPARg SRC1 recr	TNAP act hi DEA	bIAP inhibitor	HMGR II inh	PPARg SRC2 recr	TR-FRET SRC-2 ct	bIAP act	TNAP inh hi DEA
Cc1cc(C(=O)N2CCN(c3ncccn3)CC2)c2cc(F)ccc2n1	-0.7	-4.2	-1.4	1.1	4.7	-0.3	5.9	1582	1	-13.5
CC(C)OC(=O)CSc1nc2ncccc2[nH]1	3.8	38.6	-2.0	1	-24.0	-1.9	7.2	1623	1.2	-1.7
CCOC(=O)c1ccc(NC(=O)CSc2nc(SC)ns2)cc1	3.4	-13.7	5.0	1.1	27.4	-0.1	2.9	1602	0.7	-5.2
O=C(Cn1cc(CCO)nn1)N1CCNCC1	-0.8	-11.2	1.1	1	-2.1	-3.4	-4.5	1439	1	-3.6
O=C(NN1C(=O)/C(=C/c2ccc(O)c([N+](=O)[O-])c2)SC1=S)c1ccccc1Cl	3.9	-3.0	-0.5	0.6	15.6	0.8	9.4	1578	0.8	39.0
C=CCN=C(NC#N)SCC(=O)c1cccc(OC)c1	-6.3	-10.0	6.8	1	29.2	-2.3	4.0	1414	0.7	-3.1
COc1cccc(-c2nc(CSCC(=O)N3CCc4ccccc43)c(C)o2)c1	2.5	14.6	-0.6	1	4.4	1.1	-0.3	1473	1	-1.0
O=C(CSc1cccc2cccnc12)N1CCCC1	-2.2	-1.9	-3.9	1	3.5	-7.7	4.9	1330	1	0.5
O=C(CN1CCCC1)Nc1c2c(cc3c1CCC3)CCC2	-0.2	1.6	1.1	0.9	5.4	1.5	5.5	1663	0.9	5.3
CCOc1cc(C(=O)Nc2ccc3c4c(cccc24)C(=O)N3CC)cc(OCC)c1OCC	6.2	-8.6	3.5	1	10.0	-4.2	7.9	1670	0.9	-4.9
CN(NS(=O)(=O)c1ccc(F)cc1)c1ncc(C(F)(F)F)cc1Cl	-1.4	-4.9	6.1	1	-0.4	0.5	3.0	1503	1	-4.8
CC(C(=O)OCC(=O)Nc1ccc2c(c1)OCO2)N1C(=O)c2ccccc2C1=O (centres undefined)	-2.1	-2.8	5.6	1	7.1	-3.2	4.9	1389	0.9	0.1
Cc1ccc(N2CC(C(=O)Nc3ccc(S(=O)(=O)Nc4nccs4)cc3)CC2=O)cc1 (centres undefined)	-2.2	-7.0	2.4	1	-4.7	-2.7	-2.3	1716	1	0.4
Cc1ccc(-c2cc3ccccc3nc2N2CCCC2)cc1	2.6	-11.2	-2.0	1.1	24.5	5.9	-5.3	1502	0.8	-6.1
COc1ccc(NC(=O)CSc2nnc(-c3ccccc3F)n2C2CC2)cc1S(N)(=O)=O	0.6	-15.9	3.1	1	-23.9	-2.8	0.0	1705	1.2	-1.6
Cc1ccc(S(=O)(=O)NCC(=O)N/N=C/c2ccccc2O)cc1	-0.4	-6.5	-11.3	1	-44.8	-6.6	5.2	1482	1.4	1.3
Cc1cc(C(=O)NCC2CCCO2)n(-c2ccccc2)n1 (centres undefined)	-4.1	-14.9	5.3	1	0.8	-2.4	-2.5	1484	1	-4.6
CCC1=NN=C(c2ccc(F)cc2)C(c2c[nH]c3ccccc23)N1O (centres undefined)	9.2	-3.6	-3.8	1	/	-9.6	-2.5	1451	0.4	-1.9
CCOc1ccc(-c2noc(CCC(N)=O)n2)cc1OCC	-2.5	-3.6	5.0	0.9	6.6	-1.1	7.4	1618	0.9	6.4
COc1cc(/C=N/NC(=O)Cc2c[nH]c3ccccc23)cc(OC)c1OC	1.9	-8.0	5.9	1	2.2	-6.6	-3.6	1414	1	-3.7
COc1ccc(Br)cc1/C=N/NC(=O)c1nc(-c2ccccc2)n2c1CCCCC2	-9.9	1.8	6.9	1	-13.1	-1.3	-3.5	1647	1.1	-3.4
O=C(CN1CCN(Cc2ccccc2)CC1)NCCNc1ccc([N+](=O)[O-])cn1	4.3	-5.9	0.5	1	-1.3	0.3	2.8	1419	1	1.2
O=C(COc1ccccc1[N+](=O)[O-])N/N=C/c1ccc(OC(=O)c2ccco2)cc1	2.3	-18.0	-4.4	1	1.0	-2.0	3.5	1578	1	-2.4
CCOc1ccc(C(=O)NCC(C)C)cc1	-2.6	-6.0	0.8	1	8.6	-1.5	10.5	1636	0.9	3.2
C/C(=N/NC(=O)CNC(=O)c1cccnc1)c1ccc([N+](=O)[O-])cc1	4.7	-15.4	7.5	1.1	-13.7	-2.3	2.7	1571	1.1	-5.2
Cc1ccc(CSCCNS(=O)(=O)c2ccc(C)cc2)cc1	3.6	-14.1	1.5	1	4.7	-1.9	-2.1	1500	1	1.7
COc1ccccc1CCc1nnc(CCC(=O)N(C)Cc2ccncc2C)o1	-2.2	-14.1	0.1	1.1	11.4	1.3	-3.5	1676	0.9	-6.8
Cc1ccc(NC(=O)N(C2=NCC(C)S2)c2ccccc2)cc1 (centres undefined)	-8.8	/	4.8	/	/	/	3.4	1606	/	/
Cc1cc(Br)ccc1OCCn1ccnc1	0.6	1.3	2.7	1	9.0	3.6	-1.1	1391	0.9	-3.8
COc1ccc2c(OC)cc(-c3ccccc3)nc2c1	-6.3	-5.8	-1.0	1	-1.4	1.1	8.6	1589	1	0.7
CCOC(=O)c1sc2cccc(Cl)c2c1N	8.4	-12.3	9.5	1	1.8	-1.2	13.0	1861	1	-2.8
O=C(c1ccccc1)N1CCN(c2ccc([N+](=O)[O-])c(NCc3ccco3)c2)CC1	-6.7	7.8	-7.2	0.9	22.6	-4.7	6.2	1603	0.8	9.0
O=C(Nc1cc(C(F)(F)F)ccc1F)C1CCCC1	4.8	-7.5	0.5	1	-9.3	-2.4	-2.2	1445	1.1	-3.0
c1ccc(-c2nc3cnccn3c2Nc2ccc3c(c2)OCCO3)cc1	-5.7	-7.2	-3.8	1	18.3	-0.4	1.3	1382	0.8	-1.3
Nc1nc(Cl)cc(NCCc2ccccc2)n1	-4.9	-12.1	-4.1	1	-8.6	-0.5	-0.3	1394	1.1	-2.6
O=C(On1c(-c2ccccc2)nc2ccccc2c1=O)c1ccco1	-0.5	-16.5	-1.0	1.1	8.3	-3.9	-6.9	1295	0.9	-8.1
CCSc1nnc(NC(=O)C2CC2c2ccccc2)s1 (centres undefined)	3.9	-7.7	3.0	1	-25.7	-2.8	-10.3	1735	1.3	-4.7
CC(=O)c1ccc(Oc2ccc(C(=O)c3ccc(C)c(C)c3)cc2[N+](=O)[O-])cc1	-5.3	2.5	-3.9	1	9.2	3.9	-5.0	1575	0.9	-4.9
C/C(CC(O)c1ccc2ccccc2n1)=N/O (centres undefined)	7.8	5.1	3.3	1	9.6	-1.8	5.9	1660	0.9	1.7
Cc1nn(CC(N)=O)c(=O)c2ccccc12	15.2	-13.2	7.0	1.1	-2.6	5.8	4.0	1609	1	-6.0
CCOCCCNS(=O)(=O)c1ccccc1	-1.5	-13.8	3.5	1	-2.0	2.0	-4.7	1486	1	-2.5
CCCCn1c(C(C)NC(=O)CCC)nc2ccccc21 (centres undefined)	-13.6	-8.0	-2.3	1	2.1	-5.9	2.3	1544	1	-2.2
C/C=C/C(=O)OCC(=O)Nc1cc(OC)c([N+](=O)[O-])cc1C	-0.7	-5.7	4.2	1.1	9.9	-5.7	8.0	1735	0.9	-5.7
CS(=O)(=O)c1ccc(N)cc1	3.8	-8.6	10.0	1	7.0	-5.9	-2.1	1657	0.9	-3.1
O=C(CSc1nccc(=O)[nH]1)N1CCc2ccccc2C1	10.0	-12.0	5.9	1	6.8	2.7	8.8	1505	0.9	-1.5
CCOc1cc(/C=N/Nc2nncc(-c3ccccc3)n2)ccc1O	-0.2	0.3	-7.9	1	-3.0	-4.5	-1.6	1266	1	3.8
CC(C)Cn1cc(Cl)c(=O)n(CC(C)C)c1=O	3.5	-1.8	1.9	1	-8.5	-0.4	12.7	1595	1.1	-1.5
Cc1cc(C(F)F)nn1CC(=O)NC1C(=O)N2C(C(=O)O)=C(CSc3nnnn3C)CSC12 (centres undefined)	-10.5	-8.2	1.3	1	-24.4	-5.9	-7.4	1350	1.2	-2.8
CCN(C(=O)CSc1nc2nc(C)cc(C)n2n1)c1ccccc1	-1.3	-0.1	2.5	1	0.6	-1.6	5.0	1624	1	-0.4
CCC1CCCCN1C(=O)Cn1c(C(=O)OC)cc2ccsc21 (centres undefined)	0.8	-4.8	7.1	1.1	0.5	-2.5	-5.4	1772	1	-7.6

(list continues)
SMILES	PPARg SRC-3 ag	TNAP inh no acc	PPARg SRC1 recr	TNAP act hi DEA	bIAP inhibitor	HMGR II inh	PPARg SRC2 recr	TR-FRET SRC-2 ct	bIAP act	TNAP inh hi DEA
CCOC(=O)/C(=C\c1ccc(Cl)cc1)c1nc2sc(C)c(C)c2c(=O)[nH]1	5.5	-7.9	10.6	1	7.7	-6.8	3.6	1735	0.9	0.9
Cc1ccc(CS/C(Nc2ccccc2C)=C(\C#N)C(N)=O)c(C)c1	-1.0	-5.2	4.0	1	3.5	-0.6	6.9	1500	1	-3.7
Cc1ccc(N2CC(C(=O)OCc3ccc([N+](=O)[O-])cc3)CC2=O)cc1 (centres undefined)	4.8	-16.2	0.4	1	7.2	-1.9	4.4	1675	0.9	-3.8
COCCNC(=O)c1ccccc1-c1nc(-c2ccccc2Cl)no1	-6.8	0.5	2.5	0.9	-8.2	-1.4	-3.0	1669	1.1	7.4
Cc1ccc(-c2nc3c(c(=O)[nH]c(=O)n3CC(C)C)n2CC(C)C)cc1[N+](=O)[O-]	-1.6	-18.2	3.7	1	-0.2	-1.0	3.7	1555	1	-4.0
